Screens: PubChem, National Center for Advancing Translational Sciences (NCATS)
ATXN2 expr inh: reduces ATXN2 reporter expression in HEK-293 cells. HEK-293 ATXN2-luciferase reporter, luminescence, 24 h. actives 0.72% (n = 360,000). Potency, µM (doses to about 57 µM), without a hit: top-dose activity change, negative = inhibition, hits mostly inhibitors; further: potency means the concentration at half of the fitted maximal effect; on the % scale 0 is the no-effect control and ±100 the full control effect; nearly all actives have a fitted effect of over 55% in size
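qHTS (up to 57 uM final) was run with 24 h compound exposure of reporter cells at 37 °C. Each well was multiplexed: SteadyGlo luminescence measured ATXN2-luciferase expression after a fluorogenic Gly-Phe-AFC viability readout (25 uM final).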
KB-3-1 tox: kills parental KB-3-1 adenocarcinoma cells; KB-3-1 viability, CellTiter-Glo ATP luminescence, 72 h; Potency, µM (series often up to 46.1 µM), inactives show at the top dose activity change, negative = cytotoxic, hits mostly cytotoxic; actives 1.4% (n = 400,000); AID 1347075; further: potency means the concentration at half of the fitted maximal effect; on the % scale 0 is the no-effect control and ±100 the full control effect; nearly all actives have a fitted effect of over 60% in size
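Cytotoxicity measured as CellTiter-Glo luminescence after 72 h at 37 C. Compound titrations were pinned onto drug-naive KB-3-1 parental adenocarcinoma cells grown in DMEM with 10% FBS, and normalized data fitted to concentration-response curves.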
IL-1B inflam inh: inflammasome signaling inhibition, IL-1 beta readout; THP-1 LPS/ATP IL-1B secretion, AlphaLISA, 16 h; active compounds read low; activity change, % at 57.5 µM; actives 4.7% (n = 360,000); AID 743279; in the data active means activity change below about -50%; inconclusive means mostly about -30% to -49%; further: on the % scale 0 is the no-effect control and ±100 the full control effect
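THP-1 cells pretreated 1 hr with compounds (up to 57.5 uM final), then stimulated with LPS (250 ng/mL final) plus ATP (1.25 mM final); secreted IL-1B measured by AlphaLISA after 16 hr, decreased signal indicating inhibition.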
HT1080-NT tox: kills 2HG-producing HT-1080-NT fibrosarcoma cells; AID 686970; Potency, µM (doses to about 46.1 µM), inactives show top-dose activity, negative = less viability, usual class: cytotoxic; actives 1.6% (n = 360,000); HT-1080-NT fibrosarcoma viability, CellTiter-Glo ATP luminescence, 48 h;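 further: NT is the 2HG producing partner of a matched IDH1 knockdown line; potency means the concentration at half of the fitted maximal effect; 0% = DMSO-treated cells and -100% = media-only wells without cells; nearly all actives have a fitted effect of over 55% in size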
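750 cells/well, RPMI + 5% FBS; 2 h settle, compound pin-transfer, 48 h at 37 degrees C. CellTiter-Glo 10 min RT, luminescence. Normalized to DMSO and media-only wells.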
KB-V1 cytotox: KB-V1 MDR subline cytotoxicity; KB-V1 MDR cells viability, CellTiter-Glo, 72 h; Potency, µM (highest dose often 46.1 µM), without a hit: at the highest dose activity change, negative = cytotoxicity, actives largely listed as cytotoxic; actives 3.4% (n = 400,000); AID 1347076; further: potency means the concentration at half of the fitted maximal effect; on the % scale 0 is the no-effect control and ±100 the full control effect; nearly all actives have a fitted effect of over 60% in size
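Readout: CellTiter-Glo luminescence, 10 min after addition. Cells: KB-V1 MDR subline, 72 h at 37 degrees C with compound. Analysis: corrected, normalized data fitted to concentration-effect curves.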
S2 tox: reduces viability in counter-screen for ATXN expression inhibitors. S2 cells (HEK-293 line with an ATXN2-luciferase reporter) viability, CellTiter-Fluor protease fluorescence, 24 h. Potency, µM (doses to about 56.7 µM), hits mostly cytotoxic. actives 0.49% (n = 400,000). AID 651635; further: potency means the concentration at half of the fitted maximal effect; nearly all actives have a fitted effect of over 40% in size
HT1080 IDH1KD tx: HT-1080 IDH1 knockdown cell toxicity (counter line) | HT-1080 IDH1 knockdown viability, ATP luminescence, 48 h | Potency, µM (highest dose often 46.1 µM), for inactives: top-dose activity, negative = toxicity, most hits filed as cytotoxic | actives 2% (n = 360,000) | AID 686971;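 further: potency means the concentration at half of the fitted maximal effect; 0% = DMSO wells and -100% = cell-free medium wells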
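In this qHTS, HT-1080 cells depleted of IDH1 are exposed for 48 h at 37 °C to compound titrations. Toxicity is scored from CellTiter-Glo luminescence, with DMSO as full viability and medium alone as none.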
SW480 rerep: induces DNA re-replication in SW480 colon adenocarcinoma cells; AID 624297; SW480 DNA re-replication, Hoechst DNA content imaging, 48 h; Potency, µM (series often up to 46.1 µM), for inactives: top-dose re-replication activation, most hits filed as activators; actives 1.8% (n = 340,000); further: potency means the concentration at half of the fitted maximal effect; % of control where 0% means no effect; nearly all actives have a fitted effect of over 55% in size
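Hoechst fluorescence of nuclei (405 nm excitation, 500-530 nm emission) measured by plate-scanning imager after 48 hr compound exposure at 37 C; re-replication scored as increased number of nuclei with elevated intensity.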
MCF10A rerep: induces DNA re-replication in MCF 10a normal breast cells | MCF 10A DNA re-replication, Hoechst nuclear intensity, 48 h | Potency, µM (series often up to 46.1 µM), for the others: at the top dose activity, positive = re-replication, actives largely listed as activators | actives 2.9% (n = 350,000); further: potency means the concentration at half of the fitted maximal effect; % of control where 0% means no effect; nearly all actives have a fitted effect of over 50% in size
The depositor's hits bear a star; i = inactive; ? = inconclusive; . = no result given; [ ] = dose if it differs, or a comment. Unless noted, the call rests on the fitted dose curve; in most records, active means well fitted curve in the direction sought with a large enough effect; inconclusive means small, poorly fitted or top-dose-only effect, or another doubt; inactive means no such curve, though single readings can be large; an effect the other way counts as inactive or inconclusive.

(1) CCCOc1ccc(/C(O)=C2/C(=O)C(=O)N(CCCn3ccnc3)C2c2cccs2)cc1 (configuration not stated)
(2) Nc1cc(N)nc(SCc2ccccc2)n1
(3) Nc1nnc(SCC(=O)Nc2cccc(S(=O)(=O)N3CCCCC3)c2)s1
(4) Cc1ccc(CNCC(=O)Nc2cccc(S(=O)(=O)NC3=NCCCCC3)c2)cc1
(5) CN(CC1CCCN(CCc2ccc(Cl)cc2)C1)C(=O)CC(F)(F)F (configuration not stated)
(6) COC(=O)CSc1nnc(C)n1-c1ccc(C)cc1
(7) O=C(Cc1ccccc1)N1CCN(S(=O)(=O)c2ccc([N+](=O)[O-])cc2)CC1
(8) CC(=O)Nc1ccc(NC(=O)CCn2cnnn2)cc1
compound no. | 1 | 2 | 3 | 4 | 5 | 6 | 7 | 8
ATXN2 expr inh | 7% | 65%[activator] | -18% | . | 3% | -13% | -20% | -16%
KB-3-1 tox | 1% | 8% | 3% | -28% | 6% | 3% | -3% | 21%
IL-1B inflam inh | 10 | 5 | -1 | 4 | -10 | 45 | 16 | 28
HT1080-NT tox | -3% | -1% | -4% | -5% | -1% | -1% | 12% | 3%
KB-V1 cytotox | -1% | -8% | 0% | ? | -11% | 16% | -1% | 1%
S2 tox | i | ? | i | i | i | i | i | i
HT1080 IDH1KD tx | 3% | -1% | -4% | 4% | -3% | -5% | -1% | 6%
SW480 rerep | 2% | 1% | ? | -3% | 5.8µM* | 1%[9.22 µM] | 3% | -5%
MCF10A rerep | 2% | -1% | ? | 20% | 17% | -23% | 1% | 2%

Fetched by compound from the entries so far, two records:
(7) O=C(Cc1ccccc1)N1CCN(S(=O)(=O)c2ccc([N+](=O)[O-])cc2)CC1
(8) CC(=O)Nc1ccc(NC(=O)CCn2cnnn2)cc1
compound no. | 7 | 8
ATXN2 expr inh | -20% | -16%
KB-3-1 tox | -3% | 21%
IL-1B inflam inh | 16 | 28
HT1080-NT tox | 12% | 3%
KB-V1 cytotox | -1% | 1%
S2 tox | i | i
HT1080 IDH1KD tx | -1% | 6%
SW480 rerep | 3% | -5%
MCF10A rerep | 1% | 2%

The results go on:
(9) CCn1ncc([N+](=O)[O-])c1C(=O)Nc1ccc(C(=O)N2CCCCC2)cc1
(10) C[C@H]([C@H](O)c1ccccc1)N(C)C(=O)CN
(11) CC(=O)Nc1ccc(NC2=Nc3ccccc3N3C2=Nc2c(c(C)nn2-c2ccccc2)C3c2ccccc2)cc1 (configuration not stated)
(12) CCc1cc2c(=O)c(-c3nc4ccccc4n3C)coc2c(CN2CCOCC2)c1O
(13) Cc1ccc(OCCn2c(-c3ccc(Cl)cc3)nc3ccccc3c2=O)c(C)c1
(14) COC(=O)c1c(C)cc(C)c2c1CC(C)(C)C2=O
(15) COc1ccc2oc(=O)c(-c3nnc(N)s3)cc2c1
(16) Cc1c(NC(=O)C2CCCNC2=O)c(=O)n(-c2ccccc2)n1C (configuration not stated)
compound no. | 9 | 10 | 11 | 12 | 13 | 14 | 15 | 16
ATXN2 expr inh | 2% | 12% | 7.9µM* | . | 4% | -29% | -15%[11.3 µM] | 6%
KB-3-1 tox | -3% | 19% | 8.2µM* | -9% | 22% | 2% | 15% | -2%
IL-1B inflam inh | 13 | 17 | 22 | 81 | . | 12 | -84* | 6
HT1080-NT tox | 8% | 11% | 16% | 17% | . | -1% | 4% | -1%
KB-V1 cytotox | ? | 1% | ? | -17% | ? | 14% | 4% | 17%
S2 tox | i | i | ? | i | i | i | . | i
HT1080 IDH1KD tx | -8% | 9% | 17% | 18% | . | 19% | -11% | 1%
SW480 rerep | -1% | -15% | ? | 0% | . | -14% | ? | -9%
MCF10A rerep | 5% | -7% | ? | -4% | . | -2% | 11% | 2%

(17) O=C(N=NC(=O)c1ccc2c(O)n(CC3CCCO3)c(O)c2c1)c1cccnc1 (configuration not stated)
(18) COc1cc(C(=O)OC(C)CN2C(C)CCCC2C)cc(OC)c1OC (configuration not stated)
(19) CCN1CCCC1CNC(=O)C(=O)NC(C)c1ccccc1 (configuration not stated)
(20) COc1ccc(Cn2nnnc2CN2CCOCC2)cc1
(21) COc1ccc(P(=O)(COc2ccc([N+](=O)[O-])cc2)c2ccc(OC)cc2)cc1
(22) Cn1nnnc1Sc1ncnc2scc(-c3cccc(Br)c3)c12
(23) CN1C(=O)NC(c2ccccc2Cl)C2=C1CC(C)(C)CC2=O (configuration not stated)
(24) CC(C)(C)NC(=O)Nc1ccc(F)c(Cl)c1
compound no. | 17 | 18 | 19 | 20 | 21 | 22 | 23 | 24
ATXN2 expr inh | 1% | -8% | 4% | 3% | 7% | 8.9µM* | 17% | -4%
KB-3-1 tox | 6% | 26% | 1% | 4% | 2% | 7.3µM* | -8% | -10%
IL-1B inflam inh | 1 | 13 | -4 | -7 | -19 | . | -10 | 0
HT1080-NT tox | 2% | 26% | 10% | 6% | -3% | . | 3% | 2%
KB-V1 cytotox | 0% | 4% | 15% | -10% | 4.1µM* | 18µM* | -24% | -2%
S2 tox | i | i | i | i | i | 14µM* | i | i
HT1080 IDH1KD tx | 12% | 6% | -2% | -4% | -3% | . | -3% | -11%
SW480 rerep | -5% | -4% | -8% | -3% | 1% | ? | -15% | 20%
MCF10A rerep | -1% | -2% | ? | 2% | 8% | ? | -1% | ?

(25) O=C(c1ccccc1)c1ccc(OCCCN2CCCCC2)cc1
(26) CC(C)Oc1cccc(C(=O)C2CCCN(Cc3ccc(Oc4ncccn4)cc3)C2)c1 (configuration not stated)
(27) Cc1cccc(NC(=O)c2nc[nH]c2C(=O)N[C@@H](C)CO)c1
(28) COc1cccc(/C=C2\SC(=S)N(CCC(=O)Nc3ccc(O)cc3)C2=O)c1
(29) Cc1ccc(Sc2ncccc2C(N)=O)cc1
(30) COCCCn1c(=O)c2ccccc2n(CC(=O)NC2CCCCC2)c1=O
(31) COc1ccc(C(C#N)N2N=C(C)CC2c2ccccc2)cc1OC (configuration not stated)
(32) Cc1cc(O)c(Sc2ccccc2)c(=O)o1
compound no. | 25 | 26 | 27 | 28 | 29 | 30 | 31 | 32
ATXN2 expr inh | 0% | 8% | 2% | 51%[activator] | 3% | -12% | 7% | -3%
KB-3-1 tox | -2% | -5% | -7% | 20% | -19% | 14% | 4% | 8%
IL-1B inflam inh | -59* | -21 | . | -15 | -1 | 0 | -4 | 5
HT1080-NT tox | -4% | ? | 20% | -3% | -5% | 17% | -2% | -4%
KB-V1 cytotox | -17% | ? | -16% | 0% | 5% | -23% | 10% | ?
S2 tox | i | i | i | i | i | ? | i | i
HT1080 IDH1KD tx | 1% | -28% | -3% | -6% | -4% | 10% | -1% | 16%
SW480 rerep | -1% | -4% | . | -9% | -7% | -6% | 3% | -5%
MCF10A rerep | ? | -2% | . | ? | 6% | -5% | 2% | -2%

(33) COc1cccc(NC(=O)c2cccc(Cl)c2)c1
(34) CC1CCCCC12NC(=O)N(CC(=O)NCc1ccccc1)C2=O (configuration not stated)
(35) Cc1ccc(NC(=O)CCc2nnc3ccc(N4CCN(C)CC4)nn23)cc1F
(36) Cc1cccc(NC(=O)c2ccccn2)c1C
(37) C#CC1(O)CC(C)NCC1(C)CCC#N (configuration not stated)
(38) COCCNC(=O)CCCn1c(=O)c2cc(OC)c(OC)cc2n(CC(=O)c2ccccc2)c1=O
(39) COc1ccccc1CNC(=O)c1cc(C(C)C)nc2ccccc12
(40) COc1ccc(C2=Nc3ccccc3NC(c3cccs3)=N2)cc1
compound no. | 33 | 34 | 35 | 36 | 37 | 38 | 39 | 40
ATXN2 expr inh | 100%[activator] | 10% | . | 40%[activator] | 1% | 2% | 4% | -3%
KB-3-1 tox | 3% | -2% | -7% | 7% | 17% | 7% | 21% | 4%
IL-1B inflam inh | -22 | -13 | -3 | 0 | 9 | 24 | 9 | .
HT1080-NT tox | 4% | 1% | 0% | 0% | 15% | 7% | 2% | .
KB-V1 cytotox | 0% | 2% | -17% | -4% | ? | 4% | ? | -1%
S2 tox | i | i | i | i | i | i | i | i
HT1080 IDH1KD tx | 2% | 1% | -5% | 9% | 17% | 9% | -1% | .
SW480 rerep | -9% | -2% | -10% | -6% | -3% | -13% | -4% | .
MCF10A rerep | 1% | 0% | -6% | 2% | -1% | 5% | 9% | .

(41) Cc1[nH]c2ccccc2c1-c1csc(NC(=O)CSCC(=O)O)n1
(42) COc1ccc(-c2nc3cc(C)c(Br)c(C)n3c2CC(C)(C)C)cc1OC
(43) CCN(CC(=O)NCc1cccs1)C(=O)c1cccc(S(=O)(=O)Nc2ccc(OC)cc2)c1
(44) Cc1ccc(-n2c(SCc3ccc(C#N)cc3)nnc2-c2ccccn2)cc1
(45) CCOc1ccc(CNC(=O)Cn2nc(N3CCN(c4ccccc4)CC3)ccc2=O)cc1
(46) COc1ccc2nc(NC(=O)Cn3cnc4ccccc4c3=O)sc2c1
(47) Cc1cccc(-c2nc3cc(NC(=O)C4CCCO4)ccc3o2)c1 (configuration not stated)
(48) CN(c1ccccc1)S(=O)(=O)c1ccc2ccccc2c1
(49) O=C(c1ccccc1)N1N=C(c2ccccc2O)CC1c1ccccc1 (configuration not stated)
compound no. | 41 | 42 | 43 | 44 | 45 | 46 | 47 | 48 | 49
ATXN2 expr inh | . | 11% | 3% | 3% | -23% | . | -17% | 4% | -10%
KB-3-1 tox | 3% | 0% | -3% | 5% | ? | ? | -11% | -2% | 4%
IL-1B inflam inh | 18 | -22 | 2 | -25 | . | 0 | -3 | 4 | 13
HT1080-NT tox | ? | -17% | -4% | 8% | . | -7% | -14% | 0% | -8%
KB-V1 cytotox | 8% | 11% | 11% | -19% | -18% | -9% | 13µM* | -24% | -14%
S2 tox | i | i | i | i | i | i | i | i | i
HT1080 IDH1KD tx | 12% | ? | -1% | 4% | . | -4% | -3% | -6% | -16%
SW480 rerep | -2% | . | -2% | -17% | . | 15% | -59%[inhibitor] | 18% | 1%
MCF10A rerep | 2% | . | 2% | 2% | . | 0% | -56%[inhibitor] | 25% | -28%

An unsorted share of the library; about 11% have a hit in one of these screens.
